PREPL inh = human PREPL enzyme inhibition; Q4J6C6; recombinant PREPL, fluorescence polarization activity-based probe; inhibition, % at 5.96 µM; 320,000 tested, 0.68% active; AID 2751; in the data active = inhibition above about 43%;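 also: 0% = enzyme with DMSO and 100% = wells lacking enzyme; many of its hits are not listed in these tables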
PAFAH2 FP inh = PAFAH2 (human) inhibition | Q99487 | recombinant PAFAH2, FP-rhodamine activity probe, fluorescence polarization | inhibition, % at 3.39 µM | 340,000 tested, 0.99% active | AID 492956;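 active = inhibition above the mean over all tested compounds plus 3 SD, cut at about 30% in these data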;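 also: inhibitors block probe labeling of enzyme so polarization drops; 0% = enzyme with DMSO and 100% = wells lacking PAFAH2 protein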
PAFAH1B3 FP inh = blocks human PAF acetylhydrolase 1B catalytic subunit 3. Q15102. recombinant PAFAH1B3, FP-rhodamine probe, fluorescence polarization. inhibition, % at 3.39 µM. 340,000 tested, 0.28% active. AID 492972;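 active = inhibition above the screen-wide average of all tested compounds plus 3 SD, cut at about 25% in these data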;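 also: 0% = enzyme with DMSO only and 100% = wells lacking PAFAH1B3 protein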
Target sequence (Q15102 whole entry, looked up): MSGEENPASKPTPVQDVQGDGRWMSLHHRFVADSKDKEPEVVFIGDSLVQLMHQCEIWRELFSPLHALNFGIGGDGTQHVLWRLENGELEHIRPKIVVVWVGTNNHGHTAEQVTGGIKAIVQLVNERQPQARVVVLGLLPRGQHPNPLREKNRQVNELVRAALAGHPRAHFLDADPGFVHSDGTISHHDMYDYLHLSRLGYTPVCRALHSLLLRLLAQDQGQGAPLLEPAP
ZTA DNA inh = ZTA (EBV) inhibition in EBNA-1 counter-screen. 320,000 tested, 0.15% active. inhibition, % at 11 µM. ZTA-DNA binding, fluorescence polarization. P03206; in the data active = inhibition above about 33%
GSTO1 inh = GSTO1 inhibition, counter-screen for RBBP9 inhibitors; recombinant GSTO1, activity-based probe fluorescence polarization; 300,000 tested, 1.1% active; inhibition, % at 5.96 µM;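 active = inhibition above the campaign mean inhibition plus 3 SD, cut at about 35% in these data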;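 also: 0% = GSTO1-1 with DMSO and 100% = wells lacking GSTO1-1 enzyme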
LYPLA1 inh = counter-screen for PME1 inhibitors: inhibitors of human LYPLA1. 320,000 tested, 0.16% active. recombinant LYPLA1, FP-Rh probe fluorescence polarization. O75608. inhibition, % at 5.9 µM. AID 2174;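 active = inhibition above the mean of all tested compounds plus 3 SD, set per campaign, cut at about 14% in these data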;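 also: inhibitors block serine hydrolase probe labeling of LYPLA1 so polarization falls; 0% = enzyme with DMSO and 100% = wells lacking LYPLA1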
PAD4 inh = inhibitors of human PAD4. Q9UM07. recombinant PAD4, RCA probe fluorescence polarization. inhibition, % at 6.36 µM. 330,000 tested, 0.41% active. AID 485272;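 active = percent inhibition above a cutoff equal to the mean of all tested compounds plus 3 SD, cut at about 15% in these data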;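 also: 0% = PAD4 with RCA probe and DMSO and 100% = probe without PAD4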
Target sequence (Q9UM07 whole entry, looked up): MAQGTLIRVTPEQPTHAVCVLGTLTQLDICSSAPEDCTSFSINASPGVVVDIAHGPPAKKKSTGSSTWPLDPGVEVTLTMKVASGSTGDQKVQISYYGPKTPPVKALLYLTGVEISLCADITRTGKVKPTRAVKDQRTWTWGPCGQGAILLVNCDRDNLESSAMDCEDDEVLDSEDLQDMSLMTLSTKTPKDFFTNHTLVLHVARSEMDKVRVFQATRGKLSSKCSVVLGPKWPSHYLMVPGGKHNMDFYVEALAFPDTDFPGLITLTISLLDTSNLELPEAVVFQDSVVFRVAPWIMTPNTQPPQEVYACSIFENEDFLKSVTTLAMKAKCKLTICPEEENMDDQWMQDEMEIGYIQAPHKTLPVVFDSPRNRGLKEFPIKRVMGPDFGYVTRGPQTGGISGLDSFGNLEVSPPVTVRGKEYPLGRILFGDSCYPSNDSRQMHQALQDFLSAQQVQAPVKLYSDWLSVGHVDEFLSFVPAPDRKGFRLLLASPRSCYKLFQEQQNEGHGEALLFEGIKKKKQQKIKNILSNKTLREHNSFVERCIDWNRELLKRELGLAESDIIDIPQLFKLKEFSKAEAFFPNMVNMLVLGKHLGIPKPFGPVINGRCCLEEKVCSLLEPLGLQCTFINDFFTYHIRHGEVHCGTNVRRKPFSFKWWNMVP
EBNA-1 inhibitor = blocks EBNA-1 binding to DNA; EBNA-1 DNA binding, fluorescence polarization; inhibition, % at 14.8 µM; 300,000 tested, 0.34% active; AID 1950; in the data active = inhibition above about 28%
LYPLA2 inh = counter-screen for PME1 inhibitors: inhibitors of human LYPLA2 | O95372 | recombinant LYPLA2, FP-Rh probe fluorescence polarization | inhibition, % at 5.9 µM | 320,000 tested, 0.38% active | AID 2177;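 active = inhibition above the screen-wide mean plus 3 SD, limit set per campaign, cut at about 26% in these data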;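 also: 0% = LYPLA2 with DMSO and 100% = wells lacking LYPLA2 enzyme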
Starred values were filed as active, the others as inactive; . = not tested or not shown. An excerpt; the hit share may differ from the screen's.

nr	SMILES	PREPL inh	PAFAH2 FP inh	PAFAH1B3 FP inh	ZTA DNA inh	GSTO1 inh
1	Cc1cc(N2CCN(C)CC2)nc2ccc(NC(=S)NCCC(C)C)cc12	8	2	7	-4	-3
2	CN(C)S(=O)(=O)c1cccc(NC(=S)NCCCn2ccnc2)c1	1	1	5	-11	18
3	CC(C)CC(C(=O)NCC1CCCO1)N(C(=O)Cn1nnc(-c2ccc(F)cc2)n1)c1cccc(C(F)(F)F)c1 (stereo not drawn)	13	-6	8	-14	-6
4	O=C(c1cc(S(=O)(=O)N2CCCCC2)c(Cl)cc1N1CCOCC1)N1CCOCC1	-2	6	8	16	2
5	CCc1nnc(NC(=O)C2CCCN2S(=O)(=O)c2ccc(F)cc2)s1 (stereo not drawn)	18	2	0	3	8
6	Cc1nn(Cc2ccccc2Cl)c(C)c1N	19	-5	-2	-12	-2
7	CC(=O)N(C)c1nnc(-c2ccccn2)s1	3	-9	6	8	7
8	CC(OC(=O)c1ccc2c(c1)OCCO2)C(=O)NC1CCCCC1C (stereo not drawn)	3	-3	0	3	-4
9	CC(C)n1c(SCC(=O)Nc2ccccc2N2CCOCC2)nc2c1c(=O)n(C)c(=O)n2C	8	0	5	5	3
10	Cc1ccc(S(=O)(=O)Oc2ccc(/C=C3/C(=N)N4C(=NC3=O)SN=C4S(C)(=O)=O)cc2)cc1	-2	-1	3	8	-36

nr	LYPLA1 inh	PAD4 inh	EBNA-1 inhibitor	LYPLA2 inh
1	-1	0	1	7
2	-4	2	-8	-1
3	0	1	3	-2
4	2	-2	-4	2
5	-5	1	-1	-3
6	5	1	-9	1
7	3	0	9	-1
8	0	3	-16	2
9	-2	-4	1	2
10	-4	-5	-10	-3

Additional entries follow.
nr	SMILES	PREPL inh	PAFAH2 FP inh	PAFAH1B3 FP inh	ZTA DNA inh	GSTO1 inh
11	c1ccc(Nc2c(-c3ccco3)nc3ccccn23)cc1	3	-4	-1	-5	3
12	Cc1nnc(N2C(=O)C(O)=C(C(=O)c3ccco3)C2c2ccc(C(C)(C)C)cc2)s1 (stereo not drawn)	2	-8	-1	-13	-8
13	COc1ccccc1NC(=O)CSc1nnc(Cn2cnc3ccccc32)o1	-5	-3	3	-4	4
14	C/C(=N/N=C(\C)c1ccccc1O)c1ccccc1O	4	-6	0	-6	-8
15	COc1ccc(CN(Cc2cc3cccc(C)c3[nH]c2=O)C(=O)N(C)C)cc1	11	-15	7	-2	8
16	O=C(O)C[C@H]1c2ccc(C(F)(F)F)cc2S(=O)(=O)N1Cc1ccccc1	5	-2	-6	-1	0
17	CNc1[nH]ncc1[N+](=O)[O-]	-13	3	1	6	0
18	Cc1ccc(S(=O)(=O)N2CCN(CCNC(=O)C(=O)Nc3ccc(F)cc3)CC2)cc1	-5	-14	7	8	7
19	COc1cc(C(=O)OCCCN=C2NS(=O)(=O)c3ccccc32)cc(OC)c1OC	-7	3	-4	3	4
20	CC(OC(=O)Cn1[nH]c(=O)c2ccccc2c1=O)C(=O)Nc1cccc(Cl)c1 (stereo not drawn)	-12	5	3	-21	-11

nr	LYPLA1 inh	PAD4 inh	EBNA-1 inhibitor	LYPLA2 inh
11	4	-3	2	7
12	-1	-9	5	-4
13	1	-2	1	0
14	0	4	-2	5
15	-2	5	3	-4
16	-1	-6	-7	-1
17	-1	-1	-4	-3
18	-3	-4	9	-8
19	1	-3	0	1
20	-1	-7	-10	-8

Overlap with the part before: six entries, followed by the next part.
nr	SMILES	PREPL inh	PAFAH2 FP inh	PAFAH1B3 FP inh	ZTA DNA inh	GSTO1 inh
15	COc1ccc(CN(Cc2cc3cccc(C)c3[nH]c2=O)C(=O)N(C)C)cc1	11	-15	7	-2	8
16	O=C(O)C[C@H]1c2ccc(C(F)(F)F)cc2S(=O)(=O)N1Cc1ccccc1	5	-2	-6	-1	0
17	CNc1[nH]ncc1[N+](=O)[O-]	-13	3	1	6	0
18	Cc1ccc(S(=O)(=O)N2CCN(CCNC(=O)C(=O)Nc3ccc(F)cc3)CC2)cc1	-5	-14	7	8	7
19	COc1cc(C(=O)OCCCN=C2NS(=O)(=O)c3ccccc32)cc(OC)c1OC	-7	3	-4	3	4
20	CC(OC(=O)Cn1[nH]c(=O)c2ccccc2c1=O)C(=O)Nc1cccc(Cl)c1 (stereo not drawn)	-12	5	3	-21	-11
21	CCOC(=O)N/N=C/c1ccc(C)o1	3	2	6	-6	-1
22	CC(=O)c1ccc(N2CCN(C(=O)c3ccc(OCc4c(C)noc4C)cc3)CC2)cc1	9	-3	-1	-17	-1
23	N=c1oc2cc(O)ccc2cc1C(=O)Nc1ccc(Cl)cc1	8	16	4	-5	-3
24	C/C(N=Nc1nc2ccccc2s1)=N\Nc1ccccc1O	8	5	4	12	-2
25	Cn1cnc2cc(NCc3cccs3)ccc21	5	7	1	-2	-5
26	Cc1ccc(C)c2[nH]c(=O)c(CCNC(=O)c3ccco3)cc12	0	-8	6	-9	1
27	CCCOc1ccc(C(CC(=O)O)NC(=O)c2ccc3c(c2)OCO3)cc1 (stereo not drawn)	1	0	1	1	-2
28	Cn1c(SCC(=O)N2CCOCC2)nnc1-c1cnccn1	15	-3	5	-13	-1
29	CCN(CC)c1ccc(/C=N/N2CCN(Cc3ccc(C)cc3C)CC2)c(O)c1	-1	0	-3	-8	-2
30	CC(NC(=O)Nc1ccc(Cl)c(Cl)c1)C(c1ccccc1)N1CCOCC1 (stereo not drawn)	31	-13	3	-13	-4

nr	LYPLA1 inh	PAD4 inh	EBNA-1 inhibitor	LYPLA2 inh
15	-2	5	3	-4
16	-1	-6	-7	-1
17	-1	-1	-4	-3
18	-3	-4	9	-8
19	1	-3	0	1
20	-1	-7	-10	-8
21	0	-2	7	1
22	-4	6	1	37*
23	9	1	-3	2
24	-1	0	8	-2
25	1	-1	-5	1
26	-5	2	8	2
27	-3	1	8	-5
28	1	-1	-4	-1
29	-1	-3	5	3
30	-11	-3	-9	-9

The listing continues:
nr	SMILES	PREPL inh	PAFAH2 FP inh	PAFAH1B3 FP inh	ZTA DNA inh	GSTO1 inh
31	Cc1ccccc1NP(=O)(c1ccccc1)c1nc2ccccc2s1 (stereo not drawn)	-7	6	3	5	-4
32	COc1ccccc1N1CCN(C(=O)c2ccc3nc(-c4ccco4)c(-c4ccco4)nc3c2)CC1	-15	10	3	-7	0
33	COc1ccccc1CCNC(=O)c1ccc(NC(=O)CC2SC(N3CCCC3)=NC2=O)cc1 (stereo not drawn)	6	4	4	-7	-6
34	COC(=O)c1ccc(-n2nnnc2SCC(=O)Nc2ccccc2OC)cc1	0	2	9	1	7
35	O=C(c1ccco1)N1CCN(C(=O)c2cc(=O)[nH]c3ccccc23)CC1	6	0	6	-10	.
36	CCN(CC)c1ccc(/C=C2\C(=O)c3ccc(C(=O)O)cc3C2=O)cc1	6	20	-20	21	-29
37	CC(=O)c1ccc(NC(=S)N2CC(C)CC(C)C2)cc1 (stereo not drawn)	1	3	6	9	2
38	Cc1cc(C)n(-c2cc(N3CCN(S(=O)(=O)c4ccc5ccccc5c4)CC3)ccc2[N+](=O)[O-])n1	22	-1	-8	1	-13
39	NCC(=O)NCC(=O)OCc1ccccc1	-11	9	-5	7	8
40	COc1ccc(Cl)cc1NC(=O)c1cnccn1	4	6	4	5	-5

nr	LYPLA1 inh	PAD4 inh	EBNA-1 inhibitor	LYPLA2 inh
31	-1	-1	5	1
32	-3	-3	-2	1
33	1	-2	2	12
34	3	0	-7	10
35	2	1	.	-3
36	-3	2	-10	-11
37	-1	4	-9	-8
38	-4	-4	6	-6
39	-3	2	-7	-5
40	-4	0	-1	2

Next part.
nr	SMILES	PREPL inh	PAFAH2 FP inh	PAFAH1B3 FP inh	ZTA DNA inh	GSTO1 inh
41	COc1ccc(CCN(C)C(=O)C2CCCN(C3CCN(Cc4ccccc4)CC3)C2)cc1OC (stereo not drawn)	7	2	4	2	2
42	Cc1ccc(SCC(=O)OCC(=O)NC(C)c2ccc(Br)cc2)cc1 (stereo not drawn)	-10	-1	9	-13	5
43	O=C(Nc1ccc(Cl)cc1)c1nc[nH]c1C(=O)N1CCc2ccccc2C1	8	2	5	7	.
44	Cc1nn(CC(=O)O)c(C)c1C	6	-7	10	1	6
45	C/C(=C\CCC1(C)C2CC3C(C2)C31C)C(=O)O (stereo not drawn)	14	2	5	-16	-6
46	CC1(C(=O)NCCN2CCOCC2)C=CC2(CCCCC2)N1C(=O)c1ccccc1 (stereo not drawn)	12	5	2	-14	1
47	Cc1ccccc1CSCC(Nc1ccc(C(=O)O)cc1[N+](=O)[O-])C(=O)O (stereo not drawn)	18	8	2	2	3
48	CCOC(=O)C(Cc1ccccc1)C(=O)Nc1ccccc1C (stereo not drawn)	-4	-6	7	18	1
49	C/C(=N\NS(=O)(=O)c1ccc(Cl)c([N+](=O)[O-])c1)c1cc2ccccc2o1	-6	18	5	5	40*
50	CCC(=O)Nc1ccc(Nc2ccccc2)cc1	7	2	9	6	2

nr	LYPLA1 inh	PAD4 inh	EBNA-1 inhibitor	LYPLA2 inh
41	-2	-4	-1	0
42	-1	0	-9	6
43	-3	-5	.	-7
44	0	2	-17	0
45	3	5	2	10
46	1	-4	4	-2
47	1	-5	-4	-2
48	-2	0	9	-2
49	0	4	4	4
50	-1	-1	6	-5

Next results follow.
nr	SMILES	PREPL inh	PAFAH2 FP inh	PAFAH1B3 FP inh	ZTA DNA inh	GSTO1 inh
51	Cc1c(CN(C)C(=O)c2ccc(Br)o2)cnn1C	-11	-9	7	7	1
52	CCCCn1nc(C(=O)Nc2ccc(S(=O)(=O)Nc3ncccn3)cc2)c2ccccc2c1=O	-5	-3	4	-4	4
53	CCOC(=O)N1CCN(C(=O)Nc2ccccc2Cl)CC1	0	0	9	-1	7
54	Cc1c(O)cc2n(c1=O)-c1ccccc1C2(C)C	-5	3	-6	-5	0
55	O=C(NCCc1cn[nH]c1)C1CCC(=O)N(CCc2cccc(F)c2)C1 (stereo not drawn)	0	7	5	-13	10

nr	LYPLA1 inh	PAD4 inh	EBNA-1 inhibitor	LYPLA2 inh
51	-1	1	-2	4
52	-1	0	-10	8
53	-1	7	1	-1
54	-1	-2	4	2
55	-2	0	-3	-4

High-throughput results deposited in PubChem BioAssay by The Scripps Research Institute Molecular Screening Center.
